Bioassay records (PubChem BioAssay)
D2 ag – activates the human D2 dopamine receptor; P14416; HEK293 T-REx D2 cells, calcium flux agonist mode; activation, % at 2 µM; actives 0.53% (n = 340,000); AID 485358;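 active means activation over 3 SD above normal in the single-dose calcium agonist read, cut at about 30% in these data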; further: 0% is about no effect
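Agonism scored from kinetic calcium signal (1 read/sec, 180 s) following compound pin transfer, after a 10 s baseline. Cells: HEK293 Trex line expressing inducible D2 receptor coupled to calcium, dye-loaded after overnight culture at 30 C.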
D2 antagonist – antagonists of human D2 dopamine receptor; P14416; HEK293 TREx D2 cells, calcium flux, dopamine EC80; inhibition, % at 10 µM; actives 2% (n = 340,000); in the data active means inhibition above about 30%; further: 0% is about no effect
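Antagonism is scored as inhibition of an EC80 dopamine-evoked calcium signal in a force-coupled, tetracycline-inducible HEK293 T-REx D2 line, with compound present 180 s before agonist.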
USP1 inh – inhibitors of human USP1/UAF1 deubiquitinase | recombinant USP1/UAF1, Ub-Rhodamine cleavage fluorescence | actives 0.23% (n = 390,000) | AID 743255 | Potency, µM (highest dose often 57.1 µM), for the others: at the top dose activity change, negative = inhibition, most hits filed as inhibitors; further: potency means the concentration at half of the fitted maximal effect; on the % scale 0 is the no-effect control and ±100 the full control effect; nearly all actives have a fitted effect of over 60% in size; inactives centre near -12
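In this screen, compounds sit with the deubiquitinase complex (1nM) for 15 min at room temperature before Ub-Rho is added at 150nM final. Fluorescence rise is then followed for 6 reads every 60 seconds.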
mIDH1 inhibitor – human IDH1 R132H inhibition | O75874 | IDH1-R132H enzyme, NADPH consumption, diaphorase/resazurin fluorescence | Potency, µM (doses to about 76.6 µM), without a hit: at the top dose activity change, negative = inhibition, actives largely listed as inhibitors | actives 0.093% (n = 390,000); further: potency means the concentration at half of the fitted maximal effect; on the % scale 0 is the no-effect control and ±100 the full control effect; nearly all actives have a fitted effect of over 65% in size
Target sequence (O75874 whole entry R132H, stated change not applied): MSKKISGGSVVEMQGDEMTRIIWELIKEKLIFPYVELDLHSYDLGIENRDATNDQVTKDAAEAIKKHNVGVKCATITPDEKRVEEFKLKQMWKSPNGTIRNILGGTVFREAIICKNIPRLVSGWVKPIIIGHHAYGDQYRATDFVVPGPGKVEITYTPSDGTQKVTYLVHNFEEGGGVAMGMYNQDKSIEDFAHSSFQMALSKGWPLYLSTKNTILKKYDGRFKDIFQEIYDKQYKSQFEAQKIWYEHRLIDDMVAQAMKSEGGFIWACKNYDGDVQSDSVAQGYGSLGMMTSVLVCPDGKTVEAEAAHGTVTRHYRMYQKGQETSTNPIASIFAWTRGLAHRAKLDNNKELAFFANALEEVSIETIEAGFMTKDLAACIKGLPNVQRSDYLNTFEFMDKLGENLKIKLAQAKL
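IDH1-R132H (0.5 ug/mL dispensed) in pH 7.5 Tris buffer was preincubated 30 min with compound, then given a substrate mix of 0.016 mM NADPH and 2 mM alpha-KG for 80 min at room temperature; remaining NADPH was read by diaphorase/resazurin fluorescence.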
rTrxR1 inhibitor – rat TrxR1 inhibition. recombinant rTrxR1, NADPH fluorescence consumption, selenite substrate. actives 1% (n = 390,000). Potency, µM (doses to about 114 µM), for inactives: top-dose activity change, negative = inhibition, usual class: inhibitors; further: potency means the concentration at half of the fitted maximal effect; on the % scale 0 is the no-effect control and ±100 the full control effect; nearly all actives have a fitted effect of over 65% in size
Target sequence (O89049 whole entry, looked up): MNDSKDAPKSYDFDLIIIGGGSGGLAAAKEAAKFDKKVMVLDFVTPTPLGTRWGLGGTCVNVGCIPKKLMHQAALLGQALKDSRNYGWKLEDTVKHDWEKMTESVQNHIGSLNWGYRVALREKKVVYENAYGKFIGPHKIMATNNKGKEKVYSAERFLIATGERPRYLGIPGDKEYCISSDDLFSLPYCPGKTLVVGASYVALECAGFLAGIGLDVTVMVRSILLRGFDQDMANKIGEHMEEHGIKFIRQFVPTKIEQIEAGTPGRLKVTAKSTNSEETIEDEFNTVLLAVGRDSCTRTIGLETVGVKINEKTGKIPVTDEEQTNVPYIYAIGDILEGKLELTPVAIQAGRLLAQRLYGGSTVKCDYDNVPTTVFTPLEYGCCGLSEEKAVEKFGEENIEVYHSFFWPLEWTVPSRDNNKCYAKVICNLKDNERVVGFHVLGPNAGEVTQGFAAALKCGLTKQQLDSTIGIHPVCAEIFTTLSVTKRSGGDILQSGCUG
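Rat TrxR1 (90 nM in the dispensed reagent) was pre-reduced with 400 uM NADPH for 5 min at room temperature, then incubated with compound for 15 min. After 400 uM selenite was added, NADPH fluorescence (Ex 340/Em 450 nm) was followed for 8 min.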
Pin1 inh – inhibitors of human Pin1; Q13526; Pin1 FP peptide displacement, HiFluor488, 10 min; Potency, µM (series often up to 115 µM), without a hit: top-dose activity, negative = inhibition, most hits filed as inhibitors; actives 0.009% (n = 390,000); AID 504891; active means well fitted inhibition curve with a large enough effect in the polarisation, with a control signal flat, not every such curve was filed as active; inconclusive means small, poorly fitted or top-dose-only effect, or effect the other way, or a change in a side signal; inactive means no such curve, though single readings can be large or run the other way; the % refers to the polarisation; further: potency means the concentration at half of the fitted maximal effect; on the % scale 0 is the no-effect control and ±100 the full control effect
Target sequence (Q13526 whole entry, looked up): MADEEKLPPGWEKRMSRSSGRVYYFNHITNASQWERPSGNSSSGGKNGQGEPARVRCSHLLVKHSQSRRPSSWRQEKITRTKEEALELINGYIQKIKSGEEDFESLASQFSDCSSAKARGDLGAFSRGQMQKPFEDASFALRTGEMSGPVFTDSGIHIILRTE
TrxR1 substrate – rat thioredoxin reductase 1 substrate activity. O89049. actives 0.01% (n = 390,000). purified TrxR1 substrate turnover, NADPH consumption readout. Potency, µM (highest dose often 114 µM), without a hit: at the highest dose activity change, negative = substrate turnover; further: potency means the concentration at half of the fitted maximal effect; on the % scale 0 is the no-effect control and ±100 the full control effect; nearly all actives have a fitted effect of over 50% in size
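Rat TrxR1, dispensed at 90 nM, was prereduced with 400 uM NADPH (final) for 5 min at ~22 deg C, then incubated with compound 15 min before 400 uM selenite. A first-read NADPH fluorescence drop versus no-compound background flagged substrates.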
TRHR enhancer – allosteric enhancers of human TRH receptor; TRHR cells, fluo-8 calcium fluorescence, EC20 TRH enhancement; enhancement, % at 2 µM; actives 0.66% (n = 360,000); in the data active means enhancement above about 30%; further: 0% is about no effect
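Enhancer read-out: after compound pinning and an initial kinetic agonist-mode read, an EC20 of TRH (10 nM final) was injected and fluo-8 calcium signal (Ex 480/Em 530) followed at 1 s/cycle for 100 cycles in TRHR-expressing cells.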
TRHR ag – agonists of human TRH receptor; TRHR cells, calcium flux fluo-8, FDSS agonist mode; activation, % at 2 µM; actives 0.18% (n = 360,000); in the data active means activation above about 30%; further: 0% is about no effect
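Agonist-mode FDSS calcium read (Ex 480/Em 530, 1 s cycles) in 1536-well TRHR cells with fluo-8 dye, after 10-cycle baseline and 23 nL compound addition; TRH at EC20 (10 nM final) added afterwards for the enhancer phase.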
Active calls of the source: *; ? = inconclusive; nt = no result given; [ ] = another dose, or the depositor's remark. Unless noted, the call rests on the fitted dose curve; in most records, active means well fitted inhibition curve with a large enough effect; inconclusive means small, poorly fitted or top-dose-only effect; inactive means no such curve, though single readings can be large or run the other way. Some of the compounds tested; the hit share may differ from the screen's.

SMILES | D2 ag | D2 antagonist | USP1 inh | mIDH1 inhibitor | rTrxR1 inhibitor | Pin1 inh | TrxR1 substrate | TRHR enhancer | TRHR ag
CC(C)c1ccc(NC(=O)C(c2ccccc2)N2CCOCC2)cc1 (stereo not drawn) | 0.8 | 16.7 | -8.3% | 5.9% | 8.8% | -0.3% | -0.5% | 0.6 | -0.1
Cc1ccc(-n2cnnn2)cc1Cl | -0.5 | 21.6 | -11.4% | -4.3% | 22.1%[57.1 µM] | -1.9% | 8.2% | 7.9 | 0.0
CC(=O)Nc1ccc(S(=O)(=O)NCCC(=O)N2CCCCC2)cc1 | 0.5 | -5.0 | 1.9% | 3.3% | -10.8% | 2.7% | -10.6% | 13.2 | 0.8
CC(C)(C)NC(=O)NC(=O)CN1CCCc2ccccc21 | 0.6 | -7.5 | -14.6% | 1.6% | 15.0%[57.1 µM] | ? | 3.6%[57.1 µM] | -10.1 | 0.5
O=C(CSc1nc2ccccc2nc1Cc1ccc(Cl)cc1)N1CCCc2ccccc21 | 0.8 | nt | -12.5% | 16.5% | 38.0%[activator][57.1 µM] | -8.8% | 6.2%[57.1 µM] | 4.1 | 0.7
C=C1CCC2[C@](C)(CO)[C@H](O)CC[C@@]2(C)[C@@H]1/C=C/C1=CCOC1=O (stereo partly drawn) | 0.9 | -10.9 | 2.9% | 16.1% | -7.7% | -6.1% | -0.5% | -0.7 | 1.1
CCOC(=O)N1CCC(NC(=O)CSCc2nc(-c3cccc(OC)c3)oc2C)CC1 | 0.2 | 4.0 | -15.3% | 2.5% | -15.1% | -5.4% | 6.3%[57.1 µM] | -3.5 | -1.3
N#Cc1c2ccccc2nc2ccccc12 | -1.1 | -5.8 | -9.4% | -12.2% | -1.7% | 5.4% | 13.8% | -1.3 | -0.2
O=[N+]([O-])c1c(NCCCO)cc(Sc2nc3ccccc3s2)c2nonc12 | nt | nt | ? | 6.5% | 0.631µM* | ? | -0.7% | nt | nt
Cc1cccc(NC(=O)CC23CC4CC(C2)CC(n2nnc(C)n2)(C4)C3)c1 | -0.8 | -10.0 | -1.7% | 5.8% | 11.0% | 1.0% | -4.7% | 2.1 | -0.3
CC(C)(C)C(=O)CSc1ncnc2c1cnn2Cc1ccccc1 | -1.9 | 2.8 | -24.5% | -1.4% | 8.4% | -6.5% | 1.4% | -0.8 | -1.6
CN(C)CCCNc1nc(-c2ccccc2)nc2ccccc12 | 1.6 | -0.4 | -26.7% | 7.5% | 21.0% | 0.2% | 8.6% | -2.5 | 1.5
COc1ccc(S(=O)(=O)N2CCOCC2)cc1NC(=O)CSc1nnc2c(n1)[nH]c1ccccc12 | 1.9 | -3.5 | 0.6% | -0.6% | -0.1% | -1.6% | -5.3% | 0.7 | 0.1
CCOc1c(Cl)cc(C2NC(=O)NC(C)=C2C(=O)NCc2ccccc2)cc1OC (stereo not drawn) | 1.4 | 3.8 | -1.6% | -10.0% | 5.0% | -0.7% | 2.5% | -9.1 | 1.1
CS(=O)(=O)N1CCN(C(=O)Cc2ccc([N+](=O)[O-])cc2)CC1 | 1.5 | -14.8 | 1.5% | -5.7% | 9.5% | -0.5% | -1.2% | 3.2 | 0.6

Copied from the list.
mIDH1 inhibitor with CC(=O)Nc1ccc(S(=O)(=O)NCCC(=O)N2CCCCC2)cc1 is entered as 3.3%
TRHR enhancer with CS(=O)(=O)N1CCN(C(=O)Cc2ccc([N+](=O)[O-])cc2)CC1 is entered as 3.2
D2 antagonist with CCOc1c(Cl)cc(C2NC(=O)NC(C)=C2C(=O)NCc2ccccc2)cc1OC (stereo not drawn) is entered as 3.8
TRHR enhancer with CCOC(=O)N1CCC(NC(=O)CSCc2nc(-c3cccc(OC)c3)oc2C)CC1 is entered as -3.5
TRHR enhancer with N#Cc1c2ccccc2nc2ccccc12 is entered as -1.3

Remaining list, next part
SMILES | D2 ag | D2 antagonist | USP1 inh | mIDH1 inhibitor | rTrxR1 inhibitor | Pin1 inh | TrxR1 substrate | TRHR enhancer | TRHR ag
COc1ccc(C(=O)N2CCCC(CCC(=O)NCc3ccccc3F)C2)c(OC)n1 (stereo not drawn) | -0.6 | -6.4 | -13.2% | 2.0% | -5.4% | -6.7% | -4.2% | -7.0 | -0.3
CCOC(=O)c1c(Nc2ccc(OC)cc2)nnc(-c2ccccc2)c1-c1ccccc1 | 0.7 | nt | ? | 11.7% | 17.4% | -6.0% | 4.0% | -11.1 | -0.5
CC1CCCN(CCCOc2ccc([N+](=O)[O-])cc2)C1 (stereo not drawn) | -0.7 | 9.8 | -13.1% | -2.1% | 0.2% | 4.5% | 1.2% | 0.3 | -0.3
CCN1CCC2(CC1)C(C#N)=C(N)Oc1c2sc2nc(C)cc(C)c12 | 66.7* | 53.2* | ? | 0.8% | -1.6%[57.1 µM] | ? | -0.4%[57.1 µM] | 3.4 | 10.2
COc1ccc(N2CC(C(=O)N[C@@H](C)C(=O)NC(C)c3ccccc3)CC2=O)cc1 (stereo partly drawn) | -0.4 | 3.2 | -6.2% | 0.0% | 7.1% | -8.6% | -4.6% | 2.6 | -0.3
CN(CCOc1ccc(Br)cc1)C(=O)CNC(=O)c1ccc2ccccc2c1 | 1.2 | 23.3 | ? | 10.8% | 30.0% | 4.1% | 0.8% | 6.9 | 0.7
O=C(Cc1cccc2ccccc12)Nc1ccc(O)cc1C(=O)O | -1.2 | -8.2 | -10.4% | 4.7% | 17.9%[57.1 µM] | -4.3% | 15.6%[57.1 µM] | 4.2 | 0.1
COc1ccc(N(CC(=O)NC2CCCC2)C(=O)Cn2nnc(-c3ccc(C)cc3)n2)cc1OC | 1.0 | 2.0 | 0.5% | 6.7% | 24.8% | -5.8% | 3.8% | 0.4 | -0.7
CC(=O)Nc1cc2c(cc1NC(=O)Cn1nc(-c3ccccc3F)ccc1=O)OCCO2 | -1.4 | 15.4 | 3.0% | 7.3% | 1.4% | -9.6% | 5.1% | 3.5 | -0.4
CC1(C)CC(=O)C2=C(C1)OC(N)=C(C#N)C2c1cc2c(cc1[N+](=O)[O-])OCO2 (stereo not drawn) | 2.4 | 0.8 | ? | 10.1% | ? | nt | -3.2% | -0.5 | 1.2
CC(C)OCCCn1c(SCC(=O)Nc2ccc(F)cc2)nc2c(sc3ccccc32)c1=O | 0.5 | nt | -8.6% | 24.4% | 12.6%[57.1 µM] | 10.4% | 2.2%[57.1 µM] | -5.0 | 0.6
COc1ccc2cc(C)c3nnc(SCc4cccnc4)n3c2c1 | 1.9 | -4.6 | -5.6% | 9.8% | -2.6% | -1.2% | -4.5% | -3.3 | -0.9
CCN1C(=O)c2cccc3c(S(=O)(=O)N(C(=O)c4ccncc4)c4ccc(OC)cc4)ccc1c23 | -0.2 | 14.8 | -22.0% | -2.3% | 3.5% | 3.1% | 27.7% | 5.3 | 0.2
O=C(CN1C(=O)c2ccccc2C1=O)N1CCCCC1 | 0.7 | -13.9 | -14.2% | 2.2% | 6.8% | -2.8% | -0.2% | 11.1 | 0.0
Cc1ccc(NC(=O)C2CCN(S(=O)(=O)c3cc([N+](=O)[O-])ccc3Cl)CC2)nc1 | nt | nt | -17.5% | -4.3% | ? | -5.5% | -4.8% | nt | nt
CCCOc1ccc(C2C(C(=O)c3cc4ccccc4o3)=C(O)C(=O)N2c2cc(C)on2)cc1 (stereo not drawn) | 0.4 | -6.3 | ? | 3.5% | -12.9% | ? | -7.4% | -1.9 | 0.6
CCOc1cc(N2CCOCC2)c(OCC)cc1NC(=O)COC(=O)c1cc2ccccc2cc1O | -0.3 | 11.2 | -6.1% | 0.3% | -14.1% | -22.3% | -10.5% | 4.2 | -0.4
COCCCn1c(SCC(=O)Nc2nnc(C)s2)nnc1-c1ccoc1C | 0.5 | -1.4 | -5.3% | 0.0% | 4.9% | -6.5% | 0.5% | 0.9 | 0.6
COc1ccc(CNC(=O)c2ccc(Br)s2)cc1OC | 0.4 | -7.5 | -13.8% | 0.0% | 12.7% | -3.7% | -3.6% | -4.5 | -0.3
COc1cc(NC(=O)COC(=O)CC2CC3CCC2C3)cc(OC)c1 (stereo not drawn) | nt | nt | -6.7% | 5.4% | -2.4% | 0.0% | -12.9% | nt | nt
COc1ccc(OC)c(CNC(=O)c2ccc(C)c(NC(=O)C3=C(C)OCCS3)c2)c1 | -0.9 | -1.8 | -25.7% | -3.3% | -11.2% | -3.5% | -14.2% | -7.3 | -0.8
O=C(NC1CCCCC1)c1cc(N2C(=O)CCC2=O)ccc1Cl | nt | nt | -8.1% | -2.2% | 17.5% | -2.8% | 4.1% | -0.2 | 1.2
CCOc1ccc(NC(=O)Cn2nnc(C(=O)NCc3ccc4c(c3)OCO4)c2N)cc1 | 0.5 | -15.3 | -16.2% | -9.1% | 7.0% | 1.4% | -3.3% | -3.8 | 0.8
N#CC1=C(N)OC2=C(CC/C2=C\c2ccc(F)cc2)C1c1ccc(F)cc1 (stereo not drawn) | 39.7* | 37.2* | nt | nt | nt | nt | nt | 2.2 | 41.6*
CCC(=O)Oc1ccc(-c2cnc3ccccc3n2)cc1 | -0.3 | 2.5 | -6.9% | 1.8% | 1.2% | 6.6% | 3.6% | 0.6 | -0.4

Complete entries, looked up by structure. Order of screens: D2 ag | D2 antagonist | USP1 inh | mIDH1 inhibitor | rTrxR1 inhibitor | Pin1 inh | TrxR1 substrate | TRHR enhancer | TRHR ag
N#CC1=C(N)OC2=C(CC/C2=C\c2ccc(F)cc2)C1c1ccc(F)cc1 (stereo not drawn) is listed as 39.7* | 37.2* | nt | nt | nt | nt | nt | 2.2 | 41.6*
COc1ccc(OC)c(CNC(=O)c2ccc(C)c(NC(=O)C3=C(C)OCCS3)c2)c1 is listed as -0.9 | -1.8 | -25.7% | -3.3% | -11.2% | -3.5% | -14.2% | -7.3 | -0.8
